# 12-LOX inh = blocks human arachidonate 12S-lipoxygenase. purified 12hLO, xylenol orange hydroperoxide absorbance. actives 1.1% (n = 580,000). Potency, µM (doses to about 108 µM), inactives show at the top dose activity change, negative = inhibition, usual class: inhibitors. P18054; also: potency is read from the fitted curve at half-maximal effect; % is scaled to controls: 0 for no effect and ±100 for the full control effect
# Target sequence (P18054 whole entry, looked up): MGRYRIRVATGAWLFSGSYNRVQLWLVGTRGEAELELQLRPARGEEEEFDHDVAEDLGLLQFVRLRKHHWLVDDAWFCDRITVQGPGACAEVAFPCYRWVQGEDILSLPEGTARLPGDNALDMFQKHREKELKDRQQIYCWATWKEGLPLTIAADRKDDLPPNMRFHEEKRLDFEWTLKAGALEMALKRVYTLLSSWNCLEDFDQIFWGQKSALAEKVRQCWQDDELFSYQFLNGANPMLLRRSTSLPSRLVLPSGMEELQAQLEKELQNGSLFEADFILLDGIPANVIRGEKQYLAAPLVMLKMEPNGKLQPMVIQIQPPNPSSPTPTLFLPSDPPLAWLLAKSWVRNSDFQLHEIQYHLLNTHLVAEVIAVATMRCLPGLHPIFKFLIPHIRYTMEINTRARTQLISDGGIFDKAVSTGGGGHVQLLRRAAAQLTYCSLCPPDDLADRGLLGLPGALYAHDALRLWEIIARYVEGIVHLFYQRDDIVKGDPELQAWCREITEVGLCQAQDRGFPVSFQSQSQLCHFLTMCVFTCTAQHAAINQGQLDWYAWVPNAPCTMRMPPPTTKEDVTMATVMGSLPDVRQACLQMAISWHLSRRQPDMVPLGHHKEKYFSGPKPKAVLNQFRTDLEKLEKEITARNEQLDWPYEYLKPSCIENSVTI
#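 Purified human 12hLO (150 nM final) in 25 mM Hepes, 0.01% Triton X-100, pH 7.0 was preincubated 15 min at room temperature with compound. Then 40 uM arachidonic acid was added, 30 min. Hydroperoxide was read by Fe-XO absorbance ratio 573/405 nm.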
# RGS4 inhibitor = inhibitors of human regulator of G protein signaling 4; Transcreener GDP fluorescence polarization, RGS4-accelerated GTP hydrolysis; actives 0.039% (n = 390,000); Potency, µM (top dose mostly 114 µM), without a hit: top-dose activity change, negative = inhibition, actives largely listed as inhibitors; AID 504845; P49798; also: potency is read from the fitted curve at half-maximal effect; % is scaled to controls: 0 for no effect and ±100 for the full control effect; nearly all actives have a fitted effect of over 75% in size; some results filed as inactive show a strong effect at the top dose
# Target sequence (P49798 whole entry, looked up): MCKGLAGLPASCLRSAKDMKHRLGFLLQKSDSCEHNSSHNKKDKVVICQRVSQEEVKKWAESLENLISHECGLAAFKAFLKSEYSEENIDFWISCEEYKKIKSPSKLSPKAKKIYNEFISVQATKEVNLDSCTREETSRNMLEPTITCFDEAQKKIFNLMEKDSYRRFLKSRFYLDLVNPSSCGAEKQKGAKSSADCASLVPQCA
#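 MLSMR compounds (23 nl, pin-transferred) preincubated 10 min at room temperature with a 500nM (2x) first reagent, then RGS4 at 900nM (2x) plus Transcreener GDP mix added; fluorescence polarization (620/688 nm) read before and after 90 min at 30 °C.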
# HP1b binding inh = inhibitors of HP1-beta chromodomain binding to methylated histone tails; P83916; AlphaScreen HP1-beta / biotin-H3K9me3 peptide binding; Potency, µM (highest dose often 114 µM), without a hit: top-dose activity change, negative = inhibition, actives largely listed as inhibitors; actives 0.56% (n = 390,000); AID 540317; also: potency is read from the fitted curve at half-maximal effect; nearly all actives have a fitted effect of over 70% in size; inactives centre near 23
# Target sequence (P83916 whole entry, looked up): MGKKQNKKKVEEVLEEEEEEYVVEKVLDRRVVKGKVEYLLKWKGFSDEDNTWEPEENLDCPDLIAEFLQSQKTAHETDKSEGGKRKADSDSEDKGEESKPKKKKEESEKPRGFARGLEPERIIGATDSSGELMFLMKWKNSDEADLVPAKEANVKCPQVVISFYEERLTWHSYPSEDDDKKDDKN
#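 AlphaScreen: HP1-beta (50 nM) preformed 30 min with biotin-H3(1-18)K9me3 peptide (50 nM) in PBS pH 7.4, 0.01% Tween-20. Compound added for 30 min at RT, then streptavidin donor/nickel chelate acceptor beads (10 ug/mL) for 30 min.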
# PI4K2A block = blocks human PI4K2A kinase activity. purified PI4K2A, ADP-Glo luminescence, 1 h; stronger effect = lower value. activity change, negative = inhibition, % at 76.9 µM. actives 0.13% (n = 420,000); in the data active = activity change below about -50%; inconclusive = mostly about -30% to -49%;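 also: -100% = wells without enzyme as full effect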
#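 Compounds are screened against recombinant PI4K2A using PI as substrate and ATP, the latter dispensed at 300 microM. Reactions run one hour at ambient temperature before ADP-Glo detection; full inhibition defined by wells lacking enzyme.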
# GLS inh = inhibitors of human glutaminase (GLS); O94925; GLS enzymatic activity, qHTS titration; Potency, µM (titrated, usually from 45.5 µM), inactives show top-dose activity change, negative = inhibition, most hits filed as inhibitors; actives 0.21% (n = 410,000); also: potency is read from the fitted curve at half-maximal effect; % is scaled to controls: 0 for no effect and ±100 for the full control effect
#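 hKGA in 45 mM KH2PO4 (pH 8.2), 0.02% Tween-20 with compound, then 1mM L-Glutamine (stock as added) plus glutamate oxidase/HRP/Amplex red coupling mix. Fluorescence read initially and after 30 min at RT; signal change reflects glutamate formation.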
# G9a block = inhibitors of human histone lysine methyltransferase G9a; Q96KQ7; G9a H3K9 monomethylation, AlphaScreen, 2 h; Potency, µM (doses to about 102 µM), for the others: at the highest dose activity, negative = inhibition, most hits filed as inhibitors; actives 8.8% (n = 350,000); AID 504332; also: potency is read from the fitted curve at half-maximal effect; % is scaled to controls: 0 for no effect and ±100 for the full control effect; nearly all actives have a fitted effect of over 75% in size
#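 Quantitative HTS format: methyltransferase activity on a biotin-tagged H3K9 peptide is measured by AlphaScreen, using a rabbit anti-monomethyl-H3K9 antibody with streptavidin donor and anti-IgG acceptor beads. Final levels are 20 nM enzyme, 500 nM peptide, 20 uM SAM; 2 h RT.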
# ERG Ets-DNA blk = blocks human ERG Ets domain binding to DNA | fluorescence polarization, His-ERG Ets domain / labelled DNA | AID 624246 | Potency, µM (doses to about 76.9 µM), for the others: top-dose FP activity, negative = inhibition, hits mostly inhibitors | P11308 | actives 0.028% (n = 370,000); active = well fitted inhibition curve with a large enough effect in the polarisation, with a control signal flat; inconclusive = small, poorly fitted or top-dose-only effect, or effect the other way, or a change in a side signal; inactive = no such curve, though single readings can be large or run the other way; the % refers to the polarisation;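 also: polarization taken with two DNA probes labelled with fluorescein and Texas red; potency is read from the fitted curve at half-maximal effect; % of control where 0% means no effect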
#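 His-tagged ERG Ets domain (1 uM in the protein solution; 300mM KCl, 50mM Tris-HCl, 1mM EDTA, 1mM DTT, pH 7.5) received compound, then a probe mix of 5 nM fluorescein-DNA and 100nM Texas-615-DNA. Fluorescence polarization was read for both dyes.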
# BAZ2B block = BAZ2B (human) inhibition; Q9UIF8; AlphaScreen BAZ2B-H3K14Ac peptide displacement; Potency, µM (highest dose often 114 µM), without a hit: top-dose activity change, negative = inhibition, actives largely listed as inhibitors; actives 4.4% (n = 360,000); also: potency is read from the fitted curve at half-maximal effect; % is scaled to controls: 0 for no effect and ±100 for the full control effect; nearly all actives have a fitted effect of over 60% in size
#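 BAZ2B (50 nM) with biotin-H3(5-23)K14Ac peptide (50 nM) in PBS pH 7.4, 0.01% Tween-20, preformed 30 min, then compound 30 min at room temperature; top concentration 110uM. AlphaScreen streptavidin donor/nickel chelate acceptor beads (10 ug/mL final), 20 min dark, signal read.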
# JMJD2A Tudor = JMJD2A Tudor domain (human) inhibition; actives 4.4% (n = 390,000); AlphaScreen JMJD2A-Tudor / H3K4me3 peptide binding; O75164; Potency, µM (titrated, usually from 114 µM), without a hit: at the top dose activity change, negative = inhibition, usual class: inhibitors; also: potency is read from the fitted curve at half-maximal effect; % is scaled to controls: 0 for no effect and ±100 for the full control effect; nearly all actives have a fitted effect of over 50% in size
# The depositor's hits bear a star; ? = inconclusive; / = not tested or not shown; [ ] = dose if it differs, or a comment. Unless noted, calls follow the shape of the dose curve; as a rule, active = well fitted curve in the direction sought with a large enough effect; inconclusive = small, poorly fitted or top-dose-only effect, or another doubt; inactive = no such curve, though single readings can be large; an effect the other way counts as inactive or inconclusive. Only part of the results is shown; the hit share may differ from the screen's.
SMILES,12-LOX inh,RGS4 inhibitor,HP1b binding inh,PI4K2A block,GLS inh,G9a block,ERG Ets-DNA blk,BAZ2B block,JMJD2A Tudor
O=C(CNC(=O)c1ccccc1O)N/N=C/c1cc(Br)ccc1OC(=O)/C=C/c1ccco1,?,?,11.8%,7.5,?,52.4%[activator][59 µM],9.5%,-28.2%,?
O=C(Cc1cccc(NC(=O)C2CCCN(C(=O)C3CC3)C2)c1)Nc1cccc(C(=O)N2CCOCC2)c1 (stereo unspecified),0.6%,23.0%,39.4%[activator],-2.0,-1.2%,/,-10.8%,/,-10.1%
O=C(CN(Cc1ccccc1Cl)S(=O)(=O)c1ccc(Cl)cc1)N/N=C/c1ccc(C(=O)O)cc1,?,18.7%,8.7%,-4.2,-0.1%,10.5%,-0.6%,-26.6%,-7.1%
O=C(c1ccccc1)N1CCCCC(Sc2nnnn2-c2ccccc2)C1=O (stereo unspecified),14.6%,18.0%,18.6%,-1.5,10.6%,20.5%[59 µM],/,-3.7%,-9.8%
Cc1noc(C)c1COc1ccc(C(=O)OCC(=O)Nc2ccc3ccccc3c2)cc1,-11.4%,4.7%,10.7%,-6.5,-7.1%,?,-1.4%,-1.0%,-25.2%
C[C@H](NC(=O)[C@@H]1CSC2c3ccccc3C(=O)N21)C(=O)NCCc1ccccc1 (stereo partly specified),-1.5%,-5.8%,32.5%,-3.8,7.3%,-1.4%,-3.7%,?,-16.2%
Cc1cc(=O)n2[nH]c(C)c(-c3ccc(Cl)cc3)c2n1,20.8%,4.9%,26.7%,0.5,23.3%,-27.7%[12.7 µM],/,-1.8%,-21.3%
COc1ccc(N=C2SC(CC(=O)Nc3ccccc3)C(=O)N2CCN2CCOCC2)cc1 (stereo unspecified),-14.4%,-26.4%,-0.5%,2.2,-0.9%,?,10.4%,-29.9%,-28.5%
CSCC[C@H](NC(=O)Cc1c(C)c2c(cc(C)c3c(C)coc32)oc1=O)C(=O)O,?,-24.5%[56.9 µM],66.8%[activator],-17.5,11.0%,-10.6%,-1.4%,-19.8%,-19.7%
CCOCCCNCc1ccc(OCc2ccccc2C)c(OC)c1,-22.9%,-19.5%,32.6%,-0.2,-2.9%,-46.2%,-3.7%,-8.8%,0.7%
CCOC(=O)c1c(NC(=O)C2c3ccccc3Oc3ccccc32)sc(C)c1C,-26.9%,4.4%,19.1%,-6.3,2.0%,9.3%[59 µM],4.1%,-17.9%,-17.5%
O=C1C=C(c2cc(F)ccc2F)C[C@@H](c2ccc(F)cc2)C1,0.8%,5.8%,79.6%[activator],-1.8,-4.1%,0.4%[0.501 µM],-6.4%,35.0%,43.7%[activator]
CC1Cc2nc(SCC(N)=O)n(Cc3ccccc3)c(=O)c2S1 (stereo unspecified),?,23.8%,25.0%,-1.3,6.4%,23.7%[12.7 µM],-11.6%,0.4%,-10.6%
Cc1cc(N2CCN(C)CC2)ccc1NC(=O)c1ccc(-c2ccc(Cl)cc2)o1,-23.2%,-16.4%,?,-4.0,20.0%,31.6µM*,-1.5%,35.5µM*,39.8µM*
O=C(COC(=O)c1cnccn1)NC(=O)c1ccccc1,-7.0%,-9.6%,5.0%,-0.2,15.5%,11.5%[2.33 µM],6.7%,-16.7%,?
Cc1cc(C)n(CC(=O)N2CCc3ccccc32)c(=O)c1C#N,-1.4%,5.2%,-32.3%,-12.8,-21.1%,11.1%,4.5%,-6.3%,-11.9%
COc1ccc(C2C=C(C)Nc3nc(SC)nn32)cc1 (stereo unspecified),?,-7.5%,38.4%[activator],-0.4,0.6%,56.2µM*,-9.4%,0.4%,-18.3%
Cc1cc(NC(=O)CCC(=O)N(c2cccnc2)C(C(=O)NC2CCCC2)c2ccccc2)no1 (stereo unspecified),42.5%[activator],-22.4%,29.0%,5.5,11.1%,-3.0%[59 µM],17.2%,-5.2%,-1.7%
COc1ccc(NC(=O)CN(C)S(=O)(=O)c2ccc3c(c2)CCCN3C(C)=O)cc1Cl,-9.0%,16.9%,12.3%[57 µM],-0.5,-2.9%,17.2%[59 µM],-1.3%,-1.1%,-1.3%
Cc1cc(Cl)ccc1NC(=O)CN(c1ccccc1Br)S(C)(=O)=O,-28.8%,13.8%,10.1%,0.1,-1.4%,4.7%[59 µM],-1.8%,2.5%,-12.7%
O=C(CSc1ncnc2c1cnn2-c1ccccc1Cl)N1CCN(C(=O)c2ccco2)CC1,10.1%,-21.1%,31.5%[activator],-7.0,-5.1%,-7.3%,-0.6%,3.0%,-24.3%
CC(C)N(C(=O)Cn1c(SCC(=O)NC2CC2)nc2ccccc21)C(C)C,1.6%,-13.6%,43.8%[activator],-3.1,-9.4%,-1.2%,-7.8%,-10.8%,-0.7%
COc1ccccc1C1CCN(C(=O)c2cccc([N+](=O)[O-])c2)CC1,28.3%,-6.8%,-5.0%,-0.7,?,/,-1.9%,-24.8%,-26.7%
O=C(CC1CCCC1)Nc1nnc(C2CC2)s1,-11.3%,6.9%,29.9%,-1.2,-17.8%,13.8%[59 µM],-3.2%,/,-3.6%
CC(=O)c1ccc(N2CCN(C3CCC(C(C)(C)C)CC3)CC2)cc1 (stereo unspecified),40.7%[activator],-26.0%,13.7%,-1.6,4.2%,?,1.2%,1.9%,-6.1%
Cc1cccc(NC(=S)NC23CN4CN(CN(C4)C2)C3)c1,-7.7%,-31.4%,45.9%[activator],0.9,0.6%,/,-0.2%,-6.1%,-20.4%
COc1ccccc1NC(=O)c1coc(=O)c(Br)c1,-0.8%,?,10.5%,-18.5,19.3%,?,23.3%,-21.8%,-16.1%
Cc1cc(C)cc(N(CC(=O)NCc2ccco2)S(=O)(=O)c2c(C)noc2C)c1,-12.1%,-17.7%,39.9%[activator],7.9,-5.6%,?,-0.9%,-28.5%,-17.9%
CN(Cc1cccc(F)c1)C(=O)c1ccc(S(=O)(=O)N2CCCCCC2)cc1,7.1%,6.8%,42.4%[activator],-8.3,9.9%,/,5.1%,/,-1.4%
Cc1c(NC(=O)C(C)OC(=O)c2ncc(Cl)c(Cl)c2Cl)c(=O)n(-c2ccccc2)n1C (stereo unspecified),1.0%,9.2%,17.3%,-2.4,6.0%,-30.4%,4.1%,11.5%,-23.6%
O=C(NCCc1cnc[nH]1)Nc1cccc(C(F)(F)F)c1,-4.9%,31.1%,8.8%,-1.4,13.5%,7.0%,1.2%,?,-16.6%
Cc1nc(-n2nc(C)c(CCC(C)C)c2C)sc1C(=O)Nc1cccc(Cl)c1C,-2.6%,11.8%,31.0%,-0.5,-1.7%,14.1µM*,1.3%,?,-9.6%
Cn1c(C2CCCCC2)nc2c1c(=O)[nH]c(=O)n2Cc1ccccc1,-129.3%,-14.1%,42.5%[activator],-1.5,0.1%,?,-1.8%,-29.2%,0.7%
C[C@]12c3[nH]c4cc(-c5ccco5)ccc4c3CCN1C(=O)[C@@H](CC(=O)NCCN1CCOCC1)C[C@@H]2C(=O)N1CCCCC1,?,-17.5%,1.7%,-3.2,5.4%,/,8.5%,/,?
Cc1cc(C)c2cc(C#N)c(NCCOC(=O)c3ccccc3C)nc2c1,19.2%,1.1%,153.6%[activator],3.1,-2.0%,172.8%[activator],/,70.6%[activator],99.4%[activator]
CN(CC(=O)Nc1ccc(Cl)c(C(F)(F)F)c1)C(=O)C1CCCO1 (stereo unspecified),-5.9%,8.5%,22.9%,-0.9,-1.2%,-1.0%[59 µM],-5.5%,8.1%,1.7%
N#C/C(=N\Nc1ccc(S(=O)(=O)N2CCCCC2)cc1)C(N)=S,50.1µM*,?,?,-4.0,2.4%,?,-3.6%,?,?
Cc1cc(C(=O)Nc2c(C)nn(Cc3ccccc3)c2C)on1,-17.7%,21.0%,34.8%,1.4,-7.9%,-2.6%,9.1%,-2.2%,-15.2%
Cc1c(Cl)cccc1NC(=S)NCCc1ccccn1,0.0%,-12.6%,17.9%,8.9,0.0%,/,6.0%,-6.0%,6.0%
O=C(COc1ccccc1Cl)OCc1cc(=O)n2nc(C3CC3)sc2n1,-9.8%,-6.2%,23.7%,-2.7,9.2%,4.0%[59 µM],-17.5%,-3.3%,2.7%
CCN(C(=O)CSc1nnc(-c2cc3occc3n2C)n1-c1ccccc1C)c1cccc(C)c1,-17.1%,-15.4%,-4.5%,-1.2,-1.1%,?,-4.4%,-14.3%,-27.7%
CCC1Oc2ccc(C)cc2N(CC(=O)NCC2COc3ccccc3O2)C1=O (stereo unspecified),15.0%[57.4 µM],-6.9%,38.7%,-7.1,2.4%,-4.8%,14.3%,4.0%,-14.2%
COc1cc(/C=N/NC(=S)Nc2cccc(Cl)c2C)ccc1OCC(=O)N1CC(C)OC(C)C1 (stereo unspecified),44.7µM*,-34.1%,-10.7%,-2.1,27.3%,?,4.3%,-36.3%,-33.3%
COc1ccccc1N1CCN(C(=O)NCc2cccc(C(F)(F)F)c2)CC1,0.3%,-13.8%,-5.5%,-13.3,14.2%,6.0%,9.8%,5.7%,-15.8%
Cn1c(SCc2ccc(C(F)(F)F)cc2)nc2c([nH]c3ccccc32)c1=O,-21.3%,-29.0%,21.5%[57 µM],-5.4,-9.5%,8.8%[59 µM],6.3%,-1.5%,?
CC(/C=C/c1ccccc1)=N\NC(=O)Cn1nc(C)cc1C,11.4%,-17.6%,11.6%,1.1,0.6%,10.6%[59 µM],1.0%,-8.9%,-18.8%

# From PubChem
